MmCpn inh = inhibitors of Methanococcus maripaludis chaperonin (MmCpn) | purified Mm-Cpn ATPase, ADP Transcreener TR-FRET | Potency, µM (series often up to 76.9 µM), for inactives: top-dose activity, negative = inhibition, actives largely listed as inhibitors | 330,000 compounds, 0.031% hits; further: potency means the concentration at half of the fitted maximal effect; on the % scale 0 is the no-effect control and ±100 the full control effect; nearly all actives have a fitted effect of over 80% in size
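ATPase read-out: TR-FRET ADP immunoassay (anti-ADP Eu cryptate vs ADP-d2), ex 320 nm, em 590/665 nm; signal drops as ADP forms. Enzyme 25 nM, ATP 10 uM, 30 min at 37°C after 10 min compound preincubation.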
TGFb SMAD3 inh = blocks TGF-b signaling | HepG2 CAGA-GFP TGF-b/SMAD3 reporter, GFP fluorescence, 18 h; TGF-beta stimulated, 500 pg/mL final | Potency, µM (highest dose often 46.1 µM), for inactives: at the highest dose activity, negative = inhibition, actives largely listed as inhibitors | 410,000 compounds, 1.2% hits; further: potency means the concentration at half of the fitted maximal effect; on the % scale 0 is the no-effect control and ±100 the full control effect; nearly all actives have a fitted effect of over 65% in size
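HEPG2 CAGA-GFP, 1000 cells/well; 2 h settle, 37 C; cpd via pin tool; TGF-b 500 pg/mL final; 18 h, 37 C; GFP imaging ex488/em500-530; %Activity normalised to -TGF-b and +DMSO controls; CRC fit, curve class.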
HepG2 viability = HepG2 cytotoxicity, counter-screen for TGF-b inhibitors. Potency, µM (highest dose often 46.1 µM), for inactives: at the highest dose activity change, negative = cytotoxicity, usual class: cytotoxic. HepG2 CAGA-GFP viability, ATP luminescence, 18 h. AID 588856. 410,000 compounds, 0.76% hits; further: potency means the concentration at half of the fitted maximal effect; some results filed as inactive show a strong effect at the top dose
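CellTiter-Glo luminescence gave cytotoxicity after 18 hours at 37 degrees C. The cells were HepG2 CAGA-GFP in 1% FBS DMEM, stimulated with 500 pg/mL TGF-beta after compound addition. %Activity was normalised to no-cell wells (complete cell-killing) and DMSO (no toxicity), and curves were fitted and classified.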
pAkt inh = blocks phosphorylation of Akt; Neuro2A IGF-stimulated pAkt S473 HTRF, 20 min; stronger effect = lower value; activity change, % for hits at 50 µM; 360,000 compounds, 0.32% hits; in the data active means activity change below about -80%; inconclusive means mostly about -51% to -80%; further: on the % scale 0 is the no-effect control and ±100 the full control effect
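Neuro2A cells (4,500/well, DMEM with 0.5% FBS) were treated with compound at a single 50 µM final concentration, stimulated with 6 nM IGF for 20 min at 37 °C, and lysed. Phospho-Akt Ser473 was read by HTRF as 665/615 ratio ×10^4.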
Nrf2 inh = inhibitors of Nrf2 signaling | A549 ARE-Fluc reporter, luciferase luminescence, 18-24 h | Potency, µM (doses to about 46 µM), inactives show at the top dose activity change, negative = inhibition, most hits filed as inhibitors | AID 504444 | 360,000 compounds, 2.1% hits; further: potency means the concentration at half of the fitted maximal effect; on the % scale 0 is the no-effect control and ±100 the full control effect; nearly all actives have a fitted effect of over 60% in size
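A549 ARE_Fluc cells, 5000/well, 5% FBS OPTI-MEM; compounds in dose-response, 18-24 h at 37 °C/5% CO2; CellTiter-Fluor viability read (Ex 405/Em 525), then BugLite luciferase luminescence = Nrf2 activity.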
ATXN viability = cell viability loss in ATXN counter-screen. S2 cells (HEK-293 line with an ATXN2-luciferase reporter) viability, CellTiter-Fluor protease fluorescence, 24 h. Potency, µM (titrated, usually from 56.7 µM), usual class: cytotoxic. 400,000 compounds, 0.49% hits. AID 651635; further: potency means the concentration at half of the fitted maximal effect; nearly all actives have a fitted effect of over 40% in size
A549 viability = kills or reduces viability of A549 cells in Nrf2 counter-screen. A549 ARE-Fluc cells, CellTiter-Fluor viability, 18-24 h. AID 504648. Potency, µM (top dose mostly 46 µM), for inactives: at the highest dose activity change, negative = cytotoxicity, most hits filed as inhibitors. 390,000 compounds, 0.16% hits; further: potency means the concentration at half of the fitted maximal effect; on the % scale 0 is the no-effect control and ±100 the full control effect
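A549 ARE_Fluc cells in 5% FBS OPTI-MEM were exposed to compounds in concentration-response for 18-24 h at 37 deg C. Viability was read by CellTiter-Fluor fluorescence (Ex 405/Em 525) after 30 min, before the luciferase read.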
Nrf2 activator = activates Nrf2 signaling; Potency, µM (series often up to 46.1 µM), for inactives: at the highest dose activation, actives largely listed as activators; AID 624171; 410,000 compounds, 0.31% hits; AREc32 ARE-luciferase reporter (MCF7-derived line), luminescence, 24 h; further: potency means the concentration at half of the fitted maximal effect; % of control where 0% means no effect; nearly all actives have a fitted effect of over 65% in size
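Reporter line AREc32 (ARE-Fluc), seeded overnight in OPTI-MEM with 5% FBS; compound pin-transferred, 24 hr at 37 deg C, 5% CO2; luminescent read-out.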
CCT chaperon mod = changes cytosolic chaperonin activity; purified chaperonin ATPase assay, HTRF ADP detection, 30 min; activity change, % (test concentration not listed), hits read low; 360,000 compounds, 0.3% hits; in the data active means activity change below about -30%; further: on the % scale 0 is the no-effect control and ±100 the full control effect
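We incubate TRiC, 40 or 20 nM final, with library compounds at 76 uM and 10 uM ATP for 30 min at 37 °C. ADP formed is detected with Transcreener HTRF reagents after 30 min at room temperature.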
Starred values were filed as active, the others as inactive; i = inactive; u = inconclusive; x = not tested or not shown; [ ] = remark or other dose. Unless noted, the call rests on the fitted dose curve; in most records, active means well fitted curve in the direction sought with a large enough effect; inconclusive means small, poorly fitted or top-dose-only effect, or another doubt; inactive means no such curve, though single readings can be large; an effect the other way counts as inactive or inconclusive.

SMILES	MmCpn inh	TGFb SMAD3 inh	HepG2 viability	pAkt inh	Nrf2 inh	ATXN viability	A549 viability	Nrf2 activator	CCT chaperon mod
Cc1cccc(C)c1NC(=O)CN(C)C(=O)C1CC(=O)N(c2cccc3ccccc23)C1 (stereo unspecified)	1%	1%	3%	i	-21%	i	0%	0.2%	-3.5
O=C(N/N=C/c1cccnc1)c1cc(-c2ccc(Br)cc2)nc2ccccc12	-14%	u	-9%	i	-2%	i	-3%	1.2%	-1.1
Cc1nc2nc(C(F)(F)F)[nH]c2nc1C	x	0%	-3%	i	x	i	x	-0.6%	-1.1
COc1ccc(-c2ccc(N(C)C)cc2)cc1[C@H]1[C@@H]2C=CCC[C@@]2(C)C(=O)N1Cc1ccccc1	-6%	u	-9%	i	u	i	0%	4.1%	-1.5
COc1ccc(-c2nc(SCC(=O)Nc3ccc4c(c3)OCCO4)c(-c3ccccc3)[nH]2)cc1	x	u	-22%	x	u	u	-17%	-0.4%	x
COc1ccccc1CNC(=O)C(C)n1c(=O)cc(C(F)(F)F)c2c(C)nn(C)c21 (stereo unspecified)	x	u	-5%	x	-1%	i	2%	0.0%	x
OC(c1cccc(Cl)c1)c1nc(-c2csc3ccccc23)cs1 (stereo unspecified)	x	u	-42%	i	x	i	x	3.9%	0.9
CCCNC(=O)COC(=O)c1cc2c(=O)n3ccccc3nc2s1	-4%	-5%	6%	i	10%	i	1%	6.9%	-3.2
O=C(COC(=O)C1=Cc2ccccc2OC1)NCc1ccco1	1%	-22%	-13%	i	u	x	13%	-0.2%	-0.5
CCOCCCNC(=O)C1CCN(c2nn3cc(-c4ccc(F)cc4)nc3s2)CC1	x	-15%	5%	x	u	x	16%	3.2%	x
O=C(/C=C/c1ccccn1)c1ccc(Br)cc1O	-10%	1%	3%	i	3%	i	-4%	7.7%	0.0
CCc1ccc(C(=O)CN2C(=O)NC(C)(c3ccc(C)cc3)C2=O)cc1 (stereo unspecified)	0%	-2%	2%	i	2%	i	-11%	-1.0%	-0.8
COc1ccc(CN(C(=O)c2nsc(Cl)c2Cl)C(C(=O)NC2CCCCC2)c2ccc(OC)cc2)cc1 (stereo unspecified)	3%	-7%	-20%	i	u	i	u	0.6%	0.9
CCC(C)n1c(SCC(=O)Nc2cc(C(C)(C)C)nn2-c2ccccc2)nc2ccccc2c1=O (stereo unspecified)	-2%	u	-20%	i	u	u	-11%	-1.0%	-1.0
O=C(Nc1nnc(S(=O)(=O)N2CCCc3ccccc32)s1)c1cccc(F)c1	x	u	-48%	x	7%	u	-1%	7.1%	x

10 of the compounds above, with two lines to a compound:
Values run as follows: MmCpn inh	TGFb SMAD3 inh	HepG2 viability	pAkt inh	Nrf2 inh	ATXN viability	A549 viability	Nrf2 activator	CCT chaperon mod
> COc1ccccc1CNC(=O)C(C)n1c(=O)cc(C(F)(F)F)c2c(C)nn(C)c21 (stereo unspecified)
    x	u	-5%	x	-1%	i	2%	0.0%	x
> OC(c1cccc(Cl)c1)c1nc(-c2csc3ccccc23)cs1 (stereo unspecified)
    x	u	-42%	i	x	i	x	3.9%	0.9
> CCCNC(=O)COC(=O)c1cc2c(=O)n3ccccc3nc2s1
    -4%	-5%	6%	i	10%	i	1%	6.9%	-3.2
> O=C(COC(=O)C1=Cc2ccccc2OC1)NCc1ccco1
    1%	-22%	-13%	i	u	x	13%	-0.2%	-0.5
> CCOCCCNC(=O)C1CCN(c2nn3cc(-c4ccc(F)cc4)nc3s2)CC1
    x	-15%	5%	x	u	x	16%	3.2%	x
> O=C(/C=C/c1ccccn1)c1ccc(Br)cc1O
    -10%	1%	3%	i	3%	i	-4%	7.7%	0.0
> CCc1ccc(C(=O)CN2C(=O)NC(C)(c3ccc(C)cc3)C2=O)cc1 (stereo unspecified)
    0%	-2%	2%	i	2%	i	-11%	-1.0%	-0.8
> COc1ccc(CN(C(=O)c2nsc(Cl)c2Cl)C(C(=O)NC2CCCCC2)c2ccc(OC)cc2)cc1 (stereo unspecified)
    3%	-7%	-20%	i	u	i	u	0.6%	0.9
> CCC(C)n1c(SCC(=O)Nc2cc(C(C)(C)C)nn2-c2ccccc2)nc2ccccc2c1=O (stereo unspecified)
    -2%	u	-20%	i	u	u	-11%	-1.0%	-1.0
> O=C(Nc1nnc(S(=O)(=O)N2CCCc3ccccc32)s1)c1cccc(F)c1
    x	u	-48%	x	7%	u	-1%	7.1%	x

In a second layout: entries from further up
> CCCNC(=O)COC(=O)c1cc2c(=O)n3ccccc3nc2s1
  MmCpn inh = -4%	TGFb SMAD3 inh = -5%	HepG2 viability = 6%	pAkt inh = i	Nrf2 inh = 10%	ATXN viability = i	A549 viability = 1%	Nrf2 activator = 6.9%	CCT chaperon mod = -3.2

> O=C(COC(=O)C1=Cc2ccccc2OC1)NCc1ccco1
  MmCpn inh = 1%	TGFb SMAD3 inh = -22%	HepG2 viability = -13%	pAkt inh = i	Nrf2 inh = u	ATXN viability = x	A549 viability = 13%	Nrf2 activator = -0.2%	CCT chaperon mod = -0.5

Next section.
SMILES	MmCpn inh	TGFb SMAD3 inh	HepG2 viability	pAkt inh	Nrf2 inh	ATXN viability	A549 viability	Nrf2 activator	CCT chaperon mod
CC(=O)NC1(c2ccc(F)cc2)CCN(C(=O)Nc2ccc(F)cc2F)CC1	2%	-2%	13%	i	-13%	u	-11%	0.0%	-1.7
COc1cc(NC(=O)NC(C)c2c(-n3cccc3)sc3c2CCCC3)cc(OC)c1OC (stereo unspecified)	x	u	-31%	x	-9%	u	-4%	-0.6%	x
COc1cc(/C=C2\C(=O)N(C)C(=S)N2C)ccc1O	-2%	6%	-23%	i	12%	u	-22%	3.7%	-2.1
CC(C)Nc1nc(Nc2ccc(C#N)cc2)c2sccc2n1	x	24%	-28%	i	x	u	x	7.1%	0.8
CCOC(=O)C1CCCN(C(=O)Cn2c(=O)cc(C)c3c(C)nn(C)c32)C1 (stereo unspecified)	x	u	-12%	x	-13%	i	-9%	3.6%	x
CC1CCN(S(=O)(=O)c2ccc(C(=O)NNC(=O)C3CC3)cc2)CC1	1%	-2%	19%	i	-11%	i	6%	0.2%	2.1
c1ccc(OCCNc2ccn3nc(-c4ccccc4)cc3n2)cc1	x	u	-34%	i	x	i	x	3.4%[9.22 µM]	-0.8
Cn1c(=O)c2c(ncn2CC(=O)OCC(=O)Nc2ccc(F)cc2Cl)n(C)c1=O	-1%	-1%	0%	i	-6%	i	-7%	0.3%	1.5
O=[N+]([O-])c1ccc(N/N=C/c2cccc(O)c2)cc1	1%	-12%	-27%	i	24%	i	-12%	12%	-1.8
CCOC(=O)c1c(C)[nH]c(C)c1S(=O)(=O)N1CCC(C(=O)Nc2ccccn2)CC1	x	10%	9%	x	24%	i	-1%	3.1%	x
COc1ccc(CN2CCNC(=O)C2CC(=O)NCCCC2CCCC2)c(C)c1C (stereo unspecified)	1%	-20%	-4%	i	2%	i	-2%	5.4%	0.3
CS(=O)(=O)N(CC(=O)Nc1ccccc1F)C1CCCCC1	0%	8%	-7%	i	3%	u	-2%	-0.7%	2.0
Cc1cc(C)cc(NC(=O)C2CCN(c3cnccn3)CC2)c1	1%	-11%	-49%	i	-5%	i	5%	-1.0%	-1.3
C=CCNC(=O)CN1CCN(C(c2ccccc2)c2ccccc2)CC1	1%	-7%	-1%	i	-6%	i	10%	-0.2%	-0.5
CC1CC(C)CN(CCCNC(=O)Cn2ncn3cccc3c2=O)C1 (stereo unspecified)	-3%	6%	-4%	i	7%	i	18%	-0.3%	-3.5
CCNC(=S)NNC(=O)c1cc(C)nc2ccccc12	-6%	3%	7%	i	-7%	i	1%	-0.5%	2.2
CCn1c(=O)c([N+](=O)[O-])c(NCCc2ccc(OC)c(OC)c2)c2ccccc21	0%	-26%	-3%	i	u	i	-12%	1.3%	-0.9
CC(C)[C@H](NC(=O)c1ccccc1F)C(=O)OCCN1C(=O)c2ccccc2C1=O	0%	-1%	5%	i	7%	i	-16%	3.3%	-1.3
CC(=O)N(C)c1ccc(NC(=O)c2ccccc2C(=O)O)cc1	0%	u	11%	i	u	i	0%	0.4%	1.0
COc1cc2sc3ccc(-c4ccc(CN5CCOCC5)cc4)cc3c(=O)c2cc1OC	-23%	-11%	-16%	i	9%	u	-9%	4.0%	-4.2
Cc1ccc(C(=O)NCC(c2ccco2)N2CCc3ccccc32)cc1 (stereo unspecified)	-4%	-7%	-25%	i	-13%	i	-7%	0.2%	-2.4
CN1CCN(C(=O)C[C@@H]2C[C@H]3c4cc(NC(=O)c5cccnc5)ccc4O[C@H]3[C@H](CO)O2)CC1	x	2%	8%	i	x	i	x	-0.2%	-0.6
CC1CC(C)CN(c2ncc3c(n2)CC(c2ccc(Cl)cc2)CC3=O)C1 (stereo unspecified)	0%	18%	-3%	i	21%	i	4%	-1.4%	0.3
CCN(C(=O)CSc1nnc(-c2cccs2)n1N)c1c(N)n(Cc2ccccc2)c(=O)[nH]c1=O	0%	-7%	-3%	i	7%	i	-3%	0.5%	-1.9
CCc1c(C)sc2c1CCN(C(=O)Nc1cc(Cl)c(OC)cc1OC)C2c1ccccc1 (stereo unspecified)	x	-20%	-14%	x	x	i	0%	0.0%	x
Cc1cc(C(F)(F)F)nc(SCCN2CCOCC2)c1C#N	0%	11%	-1%	i	-8%	i	8%	-0.5%	0.4
CCN1CCN(CCOc2ccccc2-c2ccccc2)CC1	2%	-7%	-9%	i	16%	i	3%	-0.2%	0.2
CCN(CC(=O)Nc1cc(S(=O)(=O)N2CCCCC2)ccc1Cl)Cc1ccccc1	-2%	0%	-9%	i	u	u	-6%	0.0%	1.2
CN1CCCC(OC(=O)c2ccccc2Br)C1 (stereo unspecified)	0%	12%	2%	i	3%	i	0%	0.6%	0.4
